Compound activity: PubChem BioAssay, Sanford-Burnham Center for Chemical Genomics
AID2073 = inhibitors of Mint1-CaV2.2 protein interaction, biochemical, HTRF (AID 2073); HTRF protein-protein interaction, Mint1-CaV2.2; higher % means a stronger effect; one-dose inhibition, % at 20 µM; IC50 in µM for titrated hits; 290,000 tested, 0.19% active; in the data active = inhibition mostly above about 51%, no sharp cut-off; inconclusive = no clear call, values can overlap the other calls; inactive = mostly below about 53%; note: some results filed as inactive read as strong as hits
GPR55 activation = selective activators of receptor GPR55 – imaging, U2OS cells, beta-arrestin-GFP redistribution, primary screen (AID 1961). U2OS GPR55 beta-arrestin-GFP redistribution imaging; higher % means a stronger effect. one-dose activation, % at 10 µM; EC50 in µM for titrated hits. 290,000 tested, 0.048% active;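 active = activation above 40% with more than 50 cells counted in the well; inconclusive = wells holding fewer than 50 cells, flagged as toxic or sparse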;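 note: U2OS osteosarcoma cells stably expressing GPR55 and beta-arrestin-GFP; plate controls were DMSO negative control for no effect and LPI positive control for full effect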
KOR beta-arrestin-1 = KOR antagonists, beta-arrestin recruitment, cell-based, luminescence, uHTS (AID 1778); 290,000 tested, 0.091% active; KOR beta-arrestin recruitment, luminescence, antagonist mode; higher % means a stronger effect; inhibition, % at 10 µM; hits with a dose series show IC50 in µM; in the data active = inhibition above about 50%; note: strong numbers were not always called active
GPR55 antagonists = GPR55 antagonists blocking LPI-driven arrestin recruitment, primary screen, imaging, U2OS, beta-arrestin-GFP, LPI agonist (AID 2013). one-dose inhibition, % at 10 µM; IC50 in µM for titrated hits. 290,000 tested, 0.13% active. U2OS GPR55 beta-arrestin-GFP translocation imaging, LPI antagonism; higher % means a stronger effect;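 active = spots per cell inhibited over 60%, with over 100 cells counted and total cytoplasm intensity under 500,000; inconclusive = wells with under 100 cells, flagged as likely toxic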;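 note: U2OS cells stably carrying GPR55 and arrestin-GFP stimulated by 5 µM LPI near EC80; imaged beta-arrestin-GFP aggregate spots per cell after agonist stimulation; plate controls were LPI-stimulated DMSO wells for no effect and DMSO wells without LPI for full effect; some results filed as inactive read as strong as hits; confirmed hits need IC50 under 10 µM and bright autofluorescent wells are also inconclusive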
Siah-1 displacement = blockers of Siah-1 interaction with plectin peptide – biochemical, fluorescence polarization, rhodamine-plectin, uHTS, primary screen (AID 1817). Siah-1 / rhodamine-plectin peptide fluorescence polarization; higher % means a stronger effect. displacement, % at 20 µM, or IC50 in µM where a hit was titrated. 290,000 tested, 0.02% active;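 active = displacement of at least 50% at 20 µM, with a fluorescence ratio check between 0.3 and a set limit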;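 note: plate controls were Siah plus tracer with DMSO for no effect and tracer alone without Siah for full effect; strong numbers were not always called active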
NOD1 NF-kB reporter = inhibition of NOD1-driven NF-kB reporter – cell-based, luminescence, uHTS, primary screen (AID 1578); NOD1-driven NF-kB luciferase reporter cells, luminescence; higher % means a stronger effect; 290,000 tested, 1% active; inhibition, % at 4 µM, or EC50 in µM where a hit was titrated; in the data active = inhibition mostly above about 36%, no sharp cut-off; inactive = mostly below about 34%;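 note: HEK-293T reporter cells stimulated with the NOD1 agonist gamma-tri-DAP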
GPR35 arrestin U2OS = inhibition of zaprinast-stimulated GPR35 beta-arrestin translocation – imaging, U2OS, beta-arrestin-GFP, zaprinast agonist, primary screen (AID 2058); U2OS GPR35 beta-arrestin-GFP translocation imaging, zaprinast antagonism; higher % means a stronger effect; inhibition, % at 10 µM; hits with a dose series show IC50 in µM; 290,000 tested, 0.052% active;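 active = inhibition of at least 50% with at least 30 cells and total cytoplasm GFP at most 10,000,000; inconclusive = under 30 cells or total GFP of 10,000,000 plus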
HIV peptide binding = inhibitors of HIV fusion peptide binding, primary screen, biochemical, uHTS, fluorescence dequenching (AID 1986) | cell-free peptide binding, fluorescence dequenching, 30 min; higher % means a stronger effect | inhibition, % at 20 µM; hits with a dose series show IC50 in µM | 290,000 tested, 0.3% active; in the data active = inhibition mostly above about 52%, no sharp cut-off; inactive = mostly below about 76%; note: some results filed as inactive read as strong as hits
KOR beta-arrestin-2 = kappa opioid receptor activators – cell-based, luminescence, uHTS, primary screen (AID 1777). KOR beta-arrestin recruitment, luminescence; higher % means a stronger effect. activation, % at 10 µM, or EC50 in µM where a hit was titrated. 280,000 tested, 0.02% active; in the data active = activation above about 50%, passing the limit was not always enough; note: a part of the inactive calls stands beside numbers as strong as those of hits
* = called active by the depositor; [ ] = remark or other dose.

What do the screens show for `NC(=O)c1cc(-c2ccccc2)nc2ccc(Br)cc12`?
AID2073: 27.6%; GPR55 activation: 0.7%; KOR beta-arrestin-1: 13.9%; GPR55 antagonists: -9.3%; Siah-1 displacement: 13.6%; NOD1 NF-kB reporter: -9.4%; GPR35 arrestin U2OS: -4.7%; HIV peptide binding: -0.6%; KOR beta-arrestin-2: -0.9%

Results for Cc1nc(/N=C(\N)Nc2ccccc2)nc2ccccc12 ?
AID2073: 4.5%; GPR55 activation: inconclusive; KOR beta-arrestin-1: -22.7%; GPR55 antagonists: 2.0%; Siah-1 displacement: 5.8%; NOD1 NF-kB reporter: -4.0%; GPR35 arrestin U2OS: -4.2%; HIV peptide binding: -0.2%; KOR beta-arrestin-2: 5.6%

Results for Cc1cc2nnc(SC3CCCCN(C(=O)c4ccc(F)cc4)C3=O)n2c2ccccc12 (configuration not stated) ?
AID2073: -8.0%; GPR55 activation: 0.8%; KOR beta-arrestin-1: 23.6%; GPR55 antagonists: 2.3%; Siah-1 displacement: 3.7%; NOD1 NF-kB reporter: -27.2%; GPR35 arrestin U2OS: -4.5%; HIV peptide binding: -2.5%; KOR beta-arrestin-2: -1.8%

Results for NC(=O)c1cc(-c2cccnc2)nc2ccc(Br)cc12 ?
AID2073: 9.9%; GPR55 activation: -0.1%; KOR beta-arrestin-1: -31.2%; GPR55 antagonists: -12.7%; Siah-1 displacement: -3.8%; NOD1 NF-kB reporter: -28.4%; GPR35 arrestin U2OS: 2.2%; HIV peptide binding: -0.6%; KOR beta-arrestin-2: 4.5%

What do the screens show for `CC(C)OC(=O)c1ccc(COC(=O)c2cnccn2)cc1`?
AID2073: -3.8%; GPR55 activation: -0.1%; KOR beta-arrestin-1: -31.5%; GPR55 antagonists: -10.1%; Siah-1 displacement: -4.6%; NOD1 NF-kB reporter: -28.3%; GPR35 arrestin U2OS: 2.4%; HIV peptide binding: -1.3%; KOR beta-arrestin-2: -3.4%

What do the screens show for `CCCCC(=O)N1CCN(c2nc3ccc(Br)cc3s2)CC1`?
AID2073: -3.4%; GPR55 activation: -0.1%; KOR beta-arrestin-1: -37.6%; GPR55 antagonists: -1.3%; Siah-1 displacement: -4.5%; NOD1 NF-kB reporter: -4.1%; GPR35 arrestin U2OS: 7.2%; HIV peptide binding: 2.7%; KOR beta-arrestin-2: 8.1%

Results for CCOc1nc(-c2ccncc2)nc2ccccc12 ?
AID2073: -6.9%; GPR55 activation: -0.1%; KOR beta-arrestin-1: 13.9%; GPR55 antagonists: -4.3%; Siah-1 displacement: 6.3%; NOD1 NF-kB reporter: -30.6%; GPR35 arrestin U2OS: -2.9%; HIV peptide binding: 1.9%; KOR beta-arrestin-2: -2.4%

How did O=C(COC(=O)c1cncc(Br)c1)NCCC1=CCCCC1 do in these assays?
AID2073: 3.0%; GPR55 activation: -0.1%; KOR beta-arrestin-1: 4.7%; GPR55 antagonists: -7.7%; Siah-1 displacement: -1.5%; NOD1 NF-kB reporter: -8.5%; GPR35 arrestin U2OS: 17.7%; HIV peptide binding: 0.4%; KOR beta-arrestin-2: -0.5%

What do the screens show for `Cc1noc2ncnc(N3CCCCC3)c12`?
AID2073: -4.7%; GPR55 activation: 0.0%; KOR beta-arrestin-1: -2.2%; GPR55 antagonists: 8.8%; Siah-1 displacement: 3.1%; NOD1 NF-kB reporter: -26.1%; GPR35 arrestin U2OS: -4.5%; HIV peptide binding: -0.2%; KOR beta-arrestin-2: -0.9%

How did CC(=O)Nc1ccc(-c2cc(C(=O)O)c3ccccc3n2)cc1 do in these assays?
AID2073: 22.7%; GPR55 activation: -0.1%; KOR beta-arrestin-1: 13.2%; GPR55 antagonists: 1.1%; Siah-1 displacement: 9.1%; NOD1 NF-kB reporter: -10.9%; GPR35 arrestin U2OS: -7.1%; HIV peptide binding: 0.6%; KOR beta-arrestin-2: 5.5%

Results for N#CCNC1CC(=O)N(c2ccc(F)cc2)C1=O (configuration not stated) ?
AID2073: 14.9%; GPR55 activation: 0.1%; KOR beta-arrestin-1: -30.6%[20 µM]; GPR55 antagonists: 4.8%; Siah-1 displacement: 7.0%; NOD1 NF-kB reporter: 3.0%; GPR35 arrestin U2OS: 0.4%; HIV peptide binding: 2.9%; KOR beta-arrestin-2: 3.0%

Results for COc1ccccc1N1CCN(C(=O)/C=C/c2ccco2)CC1 ?
AID2073: 47.6%; GPR55 activation: 0.0%; GPR55 antagonists: 6.4%; Siah-1 displacement: 5.9%; NOD1 NF-kB reporter: -12.6%; GPR35 arrestin U2OS: 1.1%; HIV peptide binding: 28.4%; KOR beta-arrestin-2: -2.4%

Results for Cc1c(CCC(=O)O)c(=O)oc2cc3occ(C(C)(C)C)c3cc12 ?
AID2073: 12.1%; GPR55 activation: 0.2%; KOR beta-arrestin-1: -7.3%; GPR55 antagonists: -1.5%; Siah-1 displacement: 2.6%; NOD1 NF-kB reporter: 2.3%; GPR35 arrestin U2OS: 13.0%; HIV peptide binding: 3.7%; KOR beta-arrestin-2: 1.4%

What do the screens show for `O=C(CSc1ccc(-c2ccccc2)nn1)N1CCOCC1`?
AID2073: 22.9%; GPR55 activation: -0.1%; KOR beta-arrestin-1: 40.4%; GPR55 antagonists: 8.3%; Siah-1 displacement: 8.3%; NOD1 NF-kB reporter: -19.3%; GPR35 arrestin U2OS: 31.2%; HIV peptide binding: -2.8%; KOR beta-arrestin-2: -8.7%

Results for CC(=O)Cc1nsc(NC(=O)c2ccc(COc3ccccc3Cl)o2)n1 ?
AID2073: 9.9%; GPR55 activation: -0.1%; KOR beta-arrestin-1: -41.1%; GPR55 antagonists: -16.0%; Siah-1 displacement: -1.7%; NOD1 NF-kB reporter: 20.1%; GPR35 arrestin U2OS: -1.9%; HIV peptide binding: 6.5%; KOR beta-arrestin-2: 0.5%

Results for Cc1[nH]n(C2=NCCS2)c(=O)c1N=Nc1ccccc1 ?
AID2073: 13.5%; GPR55 activation: 0.8%; KOR beta-arrestin-1: -82.2%[20 µM]; GPR55 antagonists: 7.0%; Siah-1 displacement: 1.4%; NOD1 NF-kB reporter: -50.6%; GPR35 arrestin U2OS: -0.3%; HIV peptide binding: 2.7%; KOR beta-arrestin-2: 0.1%

What do the screens show for `O=C(CN1CCN(Cc2ccccc2Cl)C1=O)NCc1cccnc1`?
AID2073: 5.8%; GPR55 activation: 0.2%; KOR beta-arrestin-1: 11.8%; GPR55 antagonists: 7.9%; Siah-1 displacement: 1.4%; NOD1 NF-kB reporter: -1.0%; GPR35 arrestin U2OS: 1.3%; HIV peptide binding: 0.6%; KOR beta-arrestin-2: -1.5%

What do the screens show for `COc1ccccc1NS(=O)(=O)c1cc(NC(=O)c2ccccc2F)ccc1N1CCOCC1`?
AID2073: 26.3%; GPR55 activation: 0.0%; KOR beta-arrestin-1: -32.6%; GPR55 antagonists: -2.5%; Siah-1 displacement: 1.5%; NOD1 NF-kB reporter: -9.8%; GPR35 arrestin U2OS: 17.7%; HIV peptide binding: 1.6%; KOR beta-arrestin-2: 3.0%

How did COc1cc([N+](=O)[O-])ccc1-c1ccc(/C=N/NC(N)=O)o1 do in these assays?
AID2073: 0.5%; GPR55 activation: -1.5%; KOR beta-arrestin-1: 11.7%; GPR55 antagonists: -6.7%; Siah-1 displacement: 9.0%; NOD1 NF-kB reporter: 9.7%; GPR35 arrestin U2OS: 11.9%; HIV peptide binding: 8.6%; KOR beta-arrestin-2: -1.3%

How did CCOC(=O)C1CCN(C(=O)C2CCN(S(=O)(=O)c3cc(Cl)ccc3Cl)CC2)CC1 do in these assays?
AID2073: 4.2%; GPR55 activation: 1.3%; KOR beta-arrestin-1: -223.2%; GPR55 antagonists: -19.3%; Siah-1 displacement: -1.5%; NOD1 NF-kB reporter: -6.9%; GPR35 arrestin U2OS: 0.8%; HIV peptide binding: -0.3%; KOR beta-arrestin-2: -1.8%

What do the screens show for `CC(=O)n1nc2nc(C)cc(C)c2c1N`?
AID2073: 3.3%; GPR55 activation: 0.0%; KOR beta-arrestin-1: 1.1%; GPR55 antagonists: 11.3%; Siah-1 displacement: -3.1%; NOD1 NF-kB reporter: -5.1%; GPR35 arrestin U2OS: 3.3%; HIV peptide binding: 1.7%; KOR beta-arrestin-2: -0.8%

Results for Cc1ccc(-n2c(N)c(Br)c(=O)[nH]c2=O)cc1C ?
AID2073: -0.1%; GPR55 activation: -0.1%; KOR beta-arrestin-1: 1.5%; GPR55 antagonists: 2.2%; Siah-1 displacement: 8.3%; NOD1 NF-kB reporter: -23.2%; GPR35 arrestin U2OS: -13.5%; HIV peptide binding: -1.4%; KOR beta-arrestin-2: -2.7%

How did CCOc1cc(NC(=S)NCCCN(C)C)c(OCC)cc1NC(=O)c1cccs1 do in these assays?
AID2073: -0.5%; GPR55 activation: -0.1%; KOR beta-arrestin-1: 2.3%; GPR55 antagonists: 6.5%; Siah-1 displacement: 6.7%; NOD1 NF-kB reporter: -26.9%; GPR35 arrestin U2OS: -6.8%; HIV peptide binding: 1.5%; KOR beta-arrestin-2: -0.8%

What do the screens show for `Cc1ccc(-n2nc3c(=O)n(CC(=O)NCCC4=CCCCC4)nc(C)c3c2C)cc1`?
AID2073: 5.5%; GPR55 activation: -0.1%; KOR beta-arrestin-1: 2.9%; GPR55 antagonists: -14.9%; Siah-1 displacement: -3.1%; NOD1 NF-kB reporter: 4.5%; GPR35 arrestin U2OS: 4.7%; HIV peptide binding: 0.2%; KOR beta-arrestin-2: -0.8%

Results for COc1ccccc1NC(=O)c1ccc(NS(=O)(=O)c2cccc3cccnc23)cc1 ?
AID2073: 4.7%; GPR55 activation: 0.3%; KOR beta-arrestin-1: 15.8%; GPR55 antagonists: 11.3%; Siah-1 displacement: 6.6%; NOD1 NF-kB reporter: -18.0%; GPR35 arrestin U2OS: -5.8%; HIV peptide binding: 0.7%; KOR beta-arrestin-2: 1.2%

Results for COc1ccc(OC)c(S(=O)(=O)N2CCC(C(=O)Nc3ccc(C)c(C)c3)CC2)c1 ?
AID2073: 0.3%; GPR55 activation: -0.1%; KOR beta-arrestin-1: -15.6%; GPR55 antagonists: -8.0%; Siah-1 displacement: 0.9%; NOD1 NF-kB reporter: 19.6%; GPR35 arrestin U2OS: 5.1%; HIV peptide binding: -1.4%; KOR beta-arrestin-2: 5.4%

How did O=S(=O)(Nc1ccc2c(c1)CCC2)c1cccs1 do in these assays?
AID2073: -1.8%; GPR55 activation: 0.3%; KOR beta-arrestin-1: 8.4%; GPR55 antagonists: -3.6%; Siah-1 displacement: 3.5%; NOD1 NF-kB reporter: 11.6%; GPR35 arrestin U2OS: -2.8%; HIV peptide binding: -1.1%; KOR beta-arrestin-2: 4.2%

These rows are one share of the data. The share of hits here may be higher or lower than overall.
